RGS4-Gao reg = human RGS4-Galphao interaction regulation. P09471. AID 1415. binding response (% of control), % at 10 µM. Multiplexed bead flow cytometry, RGS4-Galphao binding; actives lie on both sides. actives 0.33% (n = 220,000); in the data active = binding response below about 49% or above about 150%; inactive = in between;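 note: fluorescent Galphao activated with aluminum fluoride binding bead-coupled RGS4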
Target sequence (P09471 whole entry, looked up): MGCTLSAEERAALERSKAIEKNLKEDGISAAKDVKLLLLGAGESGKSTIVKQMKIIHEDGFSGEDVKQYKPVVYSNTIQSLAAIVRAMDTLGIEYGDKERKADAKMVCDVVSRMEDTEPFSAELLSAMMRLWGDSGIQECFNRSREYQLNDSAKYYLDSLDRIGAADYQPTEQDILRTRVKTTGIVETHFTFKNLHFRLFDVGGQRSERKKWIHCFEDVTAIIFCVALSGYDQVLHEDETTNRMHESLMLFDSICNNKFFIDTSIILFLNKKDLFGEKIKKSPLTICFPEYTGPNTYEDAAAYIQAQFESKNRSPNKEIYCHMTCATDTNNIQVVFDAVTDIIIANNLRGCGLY
RGS7-Gao reg = regulators of human RGS7-Galphao interaction. P09471. actives 0.35% (n = 220,000). Multiplexed bead flow cytometry, RGS7-Galphao binding; actives lie on both sides. binding response (% of control), % at 10 µM; in the data active = binding response below about 49% or above about 150%; inconclusive = no clear call, values can overlap the other calls; inactive = in between;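 note: fluorescent Galphao held in activated GDP-AlF4 state binding bead-coupled RGS7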
Bim-Bfl-1 = human Bim-Bfl-1 interaction inhibition. Bead-based flow cytometry, Bim-Bfl-1 binding inhibition. inhibition, % at 10 µM. AID 1008. actives 0.12% (n = 190,000). Q16548;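 note: 0% = wells without compound plus tracer and 100% = blocker peptide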
Bcl-B Bim block = inhibitors of Bim-Bcl-B interaction, human; Q9HD36; bead-based flow cytometry, Bim peptide-Bcl-B binding; inhibition, % at 10 µM; actives 0.073% (n = 190,000); AID 951;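 note: 0% = tracer peptide without compound and 100% = reference inhibitor peptide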
ABCB1 inh = human ABCB1 inhibition, ABCG2 as counter-screen; P08183; CCRF-Adr cells, JC-1 efflux, flow cytometry; inhibition, % at 6.6 µM; actives 0.067% (n = 190,000); AID 1326; in the data active = inhibition above about 40%;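 note: 0% = vehicle and 100% = reference inhibitor; higher value means more JC-1 retained so stronger ABCB1 efflux block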
Bcl-W Bim block = human Bim-Bcl-W interaction inhibition. Q92843. bead-based flow cytometry, Bim peptide-Bcl-W binding. inhibition, % at 10 µM. actives 0.02% (n = 190,000). AID 952;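 note: 0% = bound tracer without compound and 100% = peptide blocker; higher means less fluorescent Bim peptide bound to Bcl-W beads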
Target sequence (Q92843 whole entry, looked up): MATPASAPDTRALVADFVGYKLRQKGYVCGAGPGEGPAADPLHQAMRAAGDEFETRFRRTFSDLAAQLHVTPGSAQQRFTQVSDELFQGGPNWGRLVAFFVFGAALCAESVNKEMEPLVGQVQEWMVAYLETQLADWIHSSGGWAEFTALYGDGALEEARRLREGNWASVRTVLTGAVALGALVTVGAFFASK
GSH bead fluor = GSH bead compound fluorescence profile | fluorescence (KMESF) at 10 µM | GSH beads flow cytometry, compound fluorescence 488/530 nm; active compounds read high | actives 0.25% (n = 190,000); in the data active = fluorescence above about 89;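 note: glutathione beads carrying GST-tagged Bcl family fusion proteins plus one bare bead set; values are compound well signal with DMSO vehicle wells as background; inactives centre near 16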
Bcl-2 Bim block = inhibitors of Bim-Bcl-2 interaction, human | Bead-based flow cytometry, Bim peptide-Bcl-2 binding | inhibition, % at 10 µM | actives 0.06% (n = 190,000) | AID 950; in the data active = inhibition above about 40%; inconclusive = no clear call, values can overlap the other calls;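 note: 0% = no compound wells with probe peptide and 100% = reference peptide inhibitor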
Target sequence (P10415 whole entry, looked up): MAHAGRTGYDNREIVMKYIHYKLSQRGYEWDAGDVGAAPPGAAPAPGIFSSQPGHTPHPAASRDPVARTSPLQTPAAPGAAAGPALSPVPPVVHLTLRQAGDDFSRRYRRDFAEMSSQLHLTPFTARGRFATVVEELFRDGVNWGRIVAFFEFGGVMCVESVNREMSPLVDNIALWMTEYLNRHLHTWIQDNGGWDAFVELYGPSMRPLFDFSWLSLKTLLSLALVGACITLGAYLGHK
ABCG2 block = human ABCG2 inhibition, ABCB1 as counter-screen; Q9UNQ0; IgMXP3 cells, JC-1 efflux, flow cytometry; inhibition, % at 6.6 µM; actives 0.1% (n = 190,000);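 active = inhibition above 80%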;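 note: 0% = DMSO and 100% = nicardipine control wells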
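Test system: IgMXP3 cells (ABCG2) mixed with DDAO far-red-labelled CCRF-Adr cells (ABCB1). Reagent: JC-1 transporter substrate. Compound dosing: single test compound dose, 6.6 µM final. Times: 10 min compound exposure, 25 °C. Detection: flow cytometry of retained JC-1 fluorescence. Read-out basis: efflux inhibition in percent versus controls. Controls: nicardipine and DMSO wells.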
RGS8-Gao = modulates binding of RGS8 to human Galphao | actives 0.34% (n = 220,000) | multiplexed bead flow cytometry; actives lie on both sides | AID 1423 | response (percent of control binding), % at 10 µM | P09471; in the data active = response below about 60% or above about 140%; inactive = in between;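 note: Galphao activated as the GDP aluminium fluoride complex binding bead-coupled RGS8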
Bim-Bcl-XL = human Bim-Bcl-XL interaction inhibition; inhibition, % at 10 µM; actives 0.04% (n = 190,000); Bim peptide-Bcl-XL binding, bead flow cytometry, fluorescence
Target sequence (Q07817 whole entry, looked up): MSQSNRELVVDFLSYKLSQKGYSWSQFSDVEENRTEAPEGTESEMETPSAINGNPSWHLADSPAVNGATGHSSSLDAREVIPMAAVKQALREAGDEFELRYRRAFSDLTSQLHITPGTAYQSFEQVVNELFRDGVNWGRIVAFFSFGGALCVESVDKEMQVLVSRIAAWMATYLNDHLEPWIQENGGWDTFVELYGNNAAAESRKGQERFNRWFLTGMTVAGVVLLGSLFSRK
* hit, by the source's call; ? = inconclusive. Cut-off read from the data, not from the text of the source, unless noted: active = inhibition above about 40%.

SMILES	RGS4-Gao reg	RGS7-Gao reg	Bim-Bfl-1	Bcl-B Bim block	ABCB1 inh	Bcl-W Bim block	GSH bead fluor	Bcl-2 Bim block	ABCG2 block	RGS8-Gao	Bim-Bcl-XL
Cc1ccc(Cn2c(CN3CCOCC3)nc3c2c(=O)n(C)c(=O)n3C)cc1	101	99	0	-1	1.4	4	25	-5	2	100	0
C=CCn1c(SCc2nc3ccccc3c(=O)[nH]2)nnc1-c1cc2cc(Cl)ccc2o1	75	98	0	-3	0.6	-2	27	0	4	88	-3
O=C(c1ccccn1)N1CCN(C(=O)c2ccccn2)CC1	98	97	-16	-8	-0.5	-4	34	-6	8	98	-5
CN(Cc1ncc[nH]1)C(=O)CC1C(=O)NCCN1Cc1c(F)cccc1Cl (stereo not given)	97	88	-4	0	0.6	0	11	1	5	99	-4
O=C(NCc1cccs1)C1CC(=O)N(c2ccc(F)cc2)C1 (stereo not given)	93	94	0	0	0.5	-5	17	0	2	93	-6
S=C(Nc1ccccc1Oc1ccccc1)Nc1cccc(Cl)c1Cl	104	101	-3	-5	-0.2	-4	12	-1	-4	103	-6
COc1ccc(CNC(=O)c2cnc(C)cn2)c(OC)c1	102	104	-2	-2	0.7	-4	6	-5	3	102	0
COc1ccc(C(=O)NC2CCCCCC2)cc1S(=O)(=O)N1CCCc2ccccc21	102	101	-16	-13	0.7	1	32	-8	38	101	-9
CC(C)NC(=O)CC(=O)N/N=C/c1c(F)cccc1Cl	100	104	-6	-4	0.2	-3	18	-5	0	100	-2
CN1CCN(Cc2nc3c([nH]2)c(=O)[nH]c(=O)n3C)CC1	106	104	1	-4	0.0	-5	5	0	0	105	-5
O=C(NNc1ccccn1)c1ccccc1CC[N+](=O)[O-]	101	103	-8	-7	1.3	-2	10	-3	9	103	-4
C=CCn1c(SCc2nc3c(c(=O)[nH]c(=O)n3CCCC)n2CCC)nnc1-c1ccccc1	101	104	-10	-9	0.8	3	49	-2	5	102	-9
Cc1ccc(C(=O)O/N=C2\CC3CCC2(C)C3(C)C)cc1 (stereo not given)	101	103	0	-3	1.1	-2	16	2	17	102	-2
Cc1ccccc1SCC(=O)N1CCN(c2ccc(C(F)(F)F)cn2)CC1	97	96	-3	-5	0.5	-12	11	-6	9	98	-8
C=CCc1cc(Cl)ccc1OCCOCCNC(C)CC (stereo not given)	94	90	-5	-3	0.4	0	23	-1	2	98	-2
CC1CC(C)(C)CC2(C1)NC(=O)N(CC(=O)NC1CCCc3ccccc31)C2=O (stereo not given)	95	100	0	-5	1.2	-1	12	0	4	93	-3
Cc1cc(Cl)ccc1C(=O)C1CCCN(C(=O)c2n[nH]c3c2CCCC3)C1 (stereo not given)	93	96	-7	-7	1.4	0	12	-2	6	99	-5
O=[N+]([O-])c1ccc(-c2ccc(S(=O)(=O)NCCN3CCCC3)cc2)cc1	99	98	-2	-1	0.2	1	17	1	1	99	2
O=C(Cc1cccs1)Nc1nncs1	103	99	-10	-7	0.1	2	45	-7	2	101	-4
Cc1ccc(S(=O)(=O)Nc2nc(C)c(NC(=O)OCCCl)s2)cc1	121	105	-10	-2	-0.3	0	27	-2	-1	109	-8
O=C(c1ccc(N2CCCC2=O)cc1)N1CCN(c2ccccc2)CC1	99	101	-19	-8	0.7	-2	28	-10	-12	101	-9
CNc1oc(Cc2ccccc2)nc1S(=O)(=O)c1ccc(Cl)cc1	101	99	-10	-6	0.9	-2	14	-8	5	101	-5
CCOC(=O)Cc1csc(NC(=O)COc2ccc(N(C)S(=O)(=O)c3cccs3)cc2)n1	102	100	-17	-15	3.0	0	33	-16	9	103	-10
O=S(=O)(c1ccccc1)N1CCN(Cc2cccc(Cl)c2)CC1	99	98	-2	-4	0.2	-2	15	-4	1	99	0
Cc1ccc(S(=O)(=O)N(CC(=O)NCc2ccco2)Cc2ccccc2F)cc1	103	99	-11	-8	0.6	2	47	-6	0	104	0
O=C(Nc1nnc(C2CC2)s1)c1ccncc1	101	100	0	0	0.7	-2	11	0	7	100	-4
Cc1ccc(OCC(=O)NC(=S)Nc2cccc(C)n2)cc1	101	99	0	-2	-0.4	-2	4	-1	-2	107	-4
CC(C)(C)NC(=O)NC(=O)CSc1nnc2ccccn12	104	99	-3	-1	0.5	-1	19	-2	2	99	-2
CCCCN1C(=O)C(CC(=O)NCC)SC1=Nc1ccccc1 (stereo not given)	99	103	-2	-11	0.4	-3	19	-17	14	104	-1
Brc1ccc2ncc(Br)cc2c1	107	105	-9	-9	-0.4	-6	9	-8	-3	104	-10
Cc1nn(C)c(C)c1/C=N/NC(=O)CCn1cc([N+](=O)[O-])cn1	102	102	-1	-5	0.3	-4	10	0	0	96	-4
CCOCCCNS(=O)(=O)Cc1ccccc1	94	93	-2	-3	0.6	2	25	0	6	102	-2
O=C1CCc2ccc(NC(=O)C3CC3)cc2N1	107	101	-6	-7	-0.2	-4	14	-1	8	105	-4
C=CCn1c(SCCN2CCCCC2)nc2c1c(=O)[nH]c(=O)n2C	99	101	-12	-6	0.1	-2	18	-6	0	102	-5
Cc1c(Cc2c(Cl)cccc2Cl)c(=O)ccn1C(C)c1ccccc1 (stereo not given)	100	95	-9	-5	1.5	2	12	-7	-3	103	-4
Cc1ccccc1N1CCN(C2=NC(=O)/C(=C\c3cccs3)S2)CC1	98	99	1	-9	4.5	-3	12	1	25	91	-7
CCCC(=O)NNc1c2ccccc2nc2ccccc12	100	99	-5	-2	0.5	-4	12	-4	39	99	-3
Cc1ccccc1NC(=O)C1CCCN(S(=O)(=O)c2c(C)noc2C)C1 (stereo not given)	102	99	-18	-12	0.8	-1	29	-12	4	103	-8
N#Cc1c(NC(=O)CSc2ccccn2)oc(-c2ccccc2)c1-c1ccccc1	103	105	-7	-9	1.0	-1	16	-5	6	103	-7
O=C(Cn1c2[n+](c3ccc(C(F)(F)F)cc31)CCCCC2)c1cccc([N+](=O)[O-])c1	102	103	1	-5	-1.8	0	15	0	-3	99	-1
N#Cc1nc(-c2cccs2)oc1NCc1ccco1	95	93	0	0	0.3	-1	23	-4	1	99	-4
O=C(Nc1nc2ccccc2[nH]1)c1cccc([N+](=O)[O-])c1	104	95	-5	-4	0.4	-1	17	-1	18	104	-3
C/C(CC(=O)Nc1cccc(C(F)(F)F)c1)=N\NC(=O)C1CCCCC1	91	84	3	0	-0.1	-1	26	-1	0	93	-2
CCCOc1ccc2cc(-c3ccccn3)c(=O)oc2c1	109	109	-1	-6	-1.9	-4	10	-1	2	103	-3
CCOc1ccc(NC(C)C(=O)N/N=C/c2ccc([N+](=O)[O-])cc2)cc1 (stereo not given)	96	94	-8	-1	0.3	0	17	-3	3	98	0
CC(C)Cc1c2c([nH]c(=S)c1C#N)CCCC2	95	107	19	-42	-0.1	-2	9	1	0	94	-10
N#C/C(=C\c1cc(Cl)ccc1O)C(=O)NC1CCCCC1	108	105	-15	-9	0.7	-1	15	-10	36	104	-5
O=C(NCCN1CCOCC1)c1ccc2c(c1)N(Cc1ccc(F)cc1)C(=O)CS2	104	102	-6	-1	0.4	4	26	-1	2	105	0
O=C(NCc1ccccc1)C(C(=O)c1ccc(F)cc1)n1ccccc1=O (stereo not given)	106	105	-1	-6	0.8	0	10	0	1	100	-1
Cc1c(Cl)c([N+](=O)[O-])nn1CCCC(=O)NCCc1ccccc1	109	109	-7	-8	0.5	-2	16	0	3	113	-2
COc1cc(NC(=O)c2ccc([N+](=O)[O-])o2)ccc1NC(=O)c1cccs1	108	103	-5	0	0.9	1	8	0	9	109	1
COc1cc(/C=C(\C#N)C(=O)N2CCOCC2)ccc1OCc1ccccc1	103	?	-7	-3	2.0	-2	11	-3	11	106	0
COc1ccc(-c2nc3ccccc3o2)cc1NC(=O)CSc1ccc(Cl)cc1	102	101	-3	-9	0.5	-3	9	-2	7	100	-2
CCOC(=O)c1ccccc1NCN1C(=O)CSC1=O	98	97	5	8	-0.6	1	27	16	-2	98	0
Cc1occc1C(=O)Nc1sc2c(c1C(N)=O)CCCCC2	91	90	-13	-15	0.1	-1	32	-7	19	93	-2
CCCCn1c(SCC(=O)NCC2CCCO2)nc2ccc(N3CCOCC3)cc2c1=O (stereo not given)	100	96	-6	-11	-2.9	2	10	-8	-5	101	-3
COc1ccc(C2CCCN2C(=O)Nc2ccc(C)c(C)c2)cc1OC (stereo not given)	107	105	-6	-5	-1.6	-1	25	-10	5	108	-6

Sorted by molecular weight (low to high): part of the list above
SMILES	RGS4-Gao reg	RGS7-Gao reg	Bim-Bfl-1	Bcl-B Bim block	ABCB1 inh	Bcl-W Bim block	GSH bead fluor	Bcl-2 Bim block	ABCG2 block	RGS8-Gao	Bim-Bcl-XL
CC(C)Cc1c2c([nH]c(=S)c1C#N)CCCC2	95	107	19	-42	-0.1	-2	9	1	0	94	-10
CCCOc1ccc2cc(-c3ccccn3)c(=O)oc2c1	109	109	-1	-6	-1.9	-4	10	-1	2	103	-3
O=C(Nc1nc2ccccc2[nH]1)c1cccc([N+](=O)[O-])c1	104	95	-5	-4	0.4	-1	17	-1	18	104	-3
N#C/C(=C\c1cc(Cl)ccc1O)C(=O)NC1CCCCC1	108	105	-15	-9	0.7	-1	15	-10	36	104	-5
Cc1occc1C(=O)Nc1sc2c(c1C(N)=O)CCCCC2	91	90	-13	-15	0.1	-1	32	-7	19	93	-2
Cc1c(Cl)c([N+](=O)[O-])nn1CCCC(=O)NCCc1ccccc1	109	109	-7	-8	0.5	-2	16	0	3	113	-2
COc1ccc(C2CCCN2C(=O)Nc2ccc(C)c(C)c2)cc1OC (stereo not given)	107	105	-6	-5	-1.6	-1	25	-10	5	108	-6
CCOc1ccc(NC(C)C(=O)N/N=C/c2ccc([N+](=O)[O-])cc2)cc1 (stereo not given)	96	94	-8	-1	0.3	0	17	-3	3	98	0
O=C(NCc1ccccc1)C(C(=O)c1ccc(F)cc1)n1ccccc1=O (stereo not given)	106	105	-1	-6	0.8	0	10	0	1	100	-1
C/C(CC(=O)Nc1cccc(C(F)(F)F)c1)=N\NC(=O)C1CCCCC1	91	84	3	0	-0.1	-1	26	-1	0	93	-2
COc1cc(/C=C(\C#N)C(=O)N2CCOCC2)ccc1OCc1ccccc1	103	?	-7	-3	2.0	-2	11	-3	11	106	0
COc1ccc(-c2nc3ccccc3o2)cc1NC(=O)CSc1ccc(Cl)cc1	102	101	-3	-9	0.5	-3	9	-2	7	100	-2
O=C(NCCN1CCOCC1)c1ccc2c(c1)N(Cc1ccc(F)cc1)C(=O)CS2	104	102	-6	-1	0.4	4	26	-1	2	105	0

High-throughput results (PubChem)
